Compound activity from PubChem BioAssay.
TNAP inh hi DEA: human TNAP enzyme inhibitors, primary screen, biochemical, luminescent, high phosphate acceptor level, uHTS; Alkaline phosphatase, tissue-nonspecific isozyme (Homo sapiens), P05186; purified TNAP, CDP-star luminescence, 1 M DEA; inhibition, % at 20 µM; 200,000 tested, 0.03% active;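 active = over 50% inhibition of tissue-nonspecific alkaline phosphatase at 20 µM in the single-dose screen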;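 also: plate controls were DMSO wells for no effect and EDTA-quenched wells as full inhibition for full effect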
Target sequence (P05186 whole entry, looked up): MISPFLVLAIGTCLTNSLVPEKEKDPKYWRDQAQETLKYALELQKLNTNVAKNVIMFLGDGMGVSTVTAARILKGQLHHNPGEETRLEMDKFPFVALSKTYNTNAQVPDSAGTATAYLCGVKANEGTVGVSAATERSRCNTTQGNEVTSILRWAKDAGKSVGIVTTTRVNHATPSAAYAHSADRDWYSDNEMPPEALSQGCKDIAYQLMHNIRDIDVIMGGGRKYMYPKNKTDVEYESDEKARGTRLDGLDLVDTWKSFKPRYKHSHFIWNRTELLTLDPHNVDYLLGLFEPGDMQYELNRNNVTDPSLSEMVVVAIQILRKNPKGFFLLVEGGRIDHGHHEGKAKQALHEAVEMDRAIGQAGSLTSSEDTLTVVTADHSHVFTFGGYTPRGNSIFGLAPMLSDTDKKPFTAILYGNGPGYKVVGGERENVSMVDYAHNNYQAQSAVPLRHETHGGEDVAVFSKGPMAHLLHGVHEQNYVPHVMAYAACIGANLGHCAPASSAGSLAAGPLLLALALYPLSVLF
TNAP inh noacc: human TNAP enzyme inhibitors, primary screen, biochemical, luminescent, no phosphate acceptor, uHTS; 200,000 tested, 0.26% active; purified TNAP, CDP-star luminescence, 30 min; inhibition, % at 20 µM;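 active = tissue-nonspecific alkaline phosphatase inhibition above about 50% at 20 µM in the single-dose screen, limit read from the data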;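 also: 0% = DMSO negative control and 100% = EDTA positive control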
bIAP act: bovine intestinal alkaline phosphatase activators, primary screen, biochemical, bovine IAP, CDP-star luminescence; purified bovine IAP, 30 min; hits give high values; fold of DMSO-control signal, blank-subtracted; activation factor at 20 µM; 200,000 tested, 0.17% active; AID 1016, 2008;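 active = activation factor of 2 or more at 20 µM, a signal rise over negative controls twice the positive control's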
PMI act: activators of human PMI, primary screen, biochemical, fluorescence intensity, near-Km mannose 6-phosphate. 190,000 tested, 0.005% active. AID 1214, 2008. activation factor at 20 µM. purified human PMI, coupled resazurin fluorescence, 20 min; hits give high values; 1 = vehicle control, 0 substrate-free wells. Mannose-6-phosphate isomerase (Homo sapiens), P34949;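 active = activation factor of 2 or more at 20 µM, relative to plate controls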
Target sequence (P34949 whole entry, looked up): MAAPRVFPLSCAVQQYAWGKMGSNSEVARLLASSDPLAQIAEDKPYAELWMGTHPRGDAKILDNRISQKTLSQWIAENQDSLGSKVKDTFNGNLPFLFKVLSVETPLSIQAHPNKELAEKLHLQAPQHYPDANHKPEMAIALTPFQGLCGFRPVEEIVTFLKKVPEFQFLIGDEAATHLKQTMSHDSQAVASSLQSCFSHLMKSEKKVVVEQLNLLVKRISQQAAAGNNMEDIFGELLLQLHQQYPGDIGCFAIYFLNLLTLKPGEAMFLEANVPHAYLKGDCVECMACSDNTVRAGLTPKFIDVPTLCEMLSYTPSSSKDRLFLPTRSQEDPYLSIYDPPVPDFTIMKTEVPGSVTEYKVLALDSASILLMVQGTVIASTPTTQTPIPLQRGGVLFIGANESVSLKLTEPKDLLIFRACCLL
Diaphorase inh: diaphorase inhibitors and chemical oxidizers, primary screen, counter-screen for diaphorase-coupled primary assays, biochemical, uHTS, resorufin fluorescence | diaphorase resazurin-to-resorufin fluorescence, NADH, 16 min; bacterial (C. kluyveri) enzyme, not human | inhibition, % at 20 µM | 190,000 tested, 0.69% active;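 active = primary screen inhibition at 20 µM above a set limit, cut at about 50% in these data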;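 also: plate controls were DMSO with full reaction for no effect and wells lacking NADH for full effect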
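Assay system – diaphorase enzyme from Clostridium kluyveri · Amount – diaphorase 0.14 U/mL (working solution) · Times – reaction incubation of 16 min at room temperature · Controls – No-NADH positive control and DMSO neutral control · Signal – resorufin fluorescence 544/590 nm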
bIAP inh: bovine intestinal alkaline phosphatase inhibitors, primary screen, selectivity assay for TNAP inhibitor project, biochemical, bovine IAP, CDP-star luminescence; alkaline phosphatase, intestinal [Bos taurus]; purified bovine IAP, 30 min; inhibition, % at 20 µM; 190,000 tested, under 10 active;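 active = over 50% inhibition of intestinal alkaline phosphatase at 20 µM in the single-dose screen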
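Assay system: bovine IAP enzyme; medium: DEA buffer 100 mM, pH 9.8, with MgCl2 1.0 mM, ZnCl2 0.02 mM; doses: 20 µM single dose; incubation: enzyme reaction for 30 min at room temperature; detection: CDP-star luminescence signal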
PMI act hi M6P: human PMI activators, high substrate, primary screen, biochemical, fluorescence intensity, near-saturating mannose 6-phosphate | 190,000 tested, 0.34% active | activation factor at 20 µM | coupled PMI enzyme assay, resazurin fluorescence, 20 min; hits give high values; 1 = untreated enzyme, 0 = substrate-free blank;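 active = activation factor of 2 or more at 20 µM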
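Test system: human phosphomannose isomerase with PGI, G6PDH, diaphorase coupling enzymes; amount: 15 ng/mL PMI; incubation: enzyme reaction with compound 20 min at room temperature; technique: resorufin fluorescence (Ex 544/Em 590 nm) from resazurin via diaphorase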
TNAP act hi DEA: TNAP activators at high phosphate acceptor level, primary screen, biochemical, luminescence, uHTS. 200,000 tested, under 10 active. purified TNAP, CDP-star luminescence, 1 M DEA, 30 min; hits give high values; 0 = EDTA background, 1 = DMSO-only activity. Alkaline phosphatase, tissue-nonspecific isozyme (Homo sapiens), P05186. activation factor at 20 µM;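 active = activation factor at least 2 at 20 µM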
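Dosing: 20 µM single point. System: human TNAP. Amount: TNAP 1/800 final. Incubation: 30 min, room temperature. Read-out: TNAP activation factor scaled between EDTA and DMSO control wells. Signal: luminescence from CDP-star hydrolysis. Medium: 1 M DEA, pH 9.8, Mg2+, Zn2+. Control set: EDTA negative control, DMSO positive control.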
Diaphorase act: compounds boosting diaphorase resazurin reduction – biochemical, uHTS, resorufin fluorescence, counter-screen for diaphorase-coupled primary assays, primary screen; Diaphorase/resazurin coupled assay, 16 min; hits give high values; 1 = vehicle wells, 0 = NADH-free wells; activation factor at 20 µM; 190,000 tested, 0.005% active; AID 1229, 2008;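 active = diaphorase activity raised at least twofold by the compound at 20 µM; inactive = activation factor below 2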
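test system = bacterial diaphorase enzyme (C. kluyveri) | quantity = enzyme 0.07 U/mL final | reagent = NADH substrate 0.114 mM plus resazurin dye 0.1 mM, final | incubation = 16 min enzyme reaction, ambient temperature | buffer or medium = HEPES pH 7.4 buffer with MgCl2 and Tween 20 | signal = fluorescence of resorufin, 544 nm excitation, 590 nm emission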
L major viab: Leishmania major promastigote growth inhibition, primary screen | Leishmania major promastigotes, resazurin fluorescence viability | inhibition, % at 10 µM | 200,000 tested, 9% active | AID 1063, 2008; in the data active = inhibition above about 50%;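 also: promastigotes grown with compound for 44 hours at 28 °C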
An asterisk follows results filed as active; · = not tested or not shown.

Under each structure: TNAP inh hi DEA | TNAP inh noacc | bIAP act | PMI act | Diaphorase inh | bIAP inh | PMI act hi M6P | TNAP act hi DEA | Diaphorase act | L major viab
1: CC(C)C(=O)NC(=S)Nc1sc2c(c1C(N)=O)CCCC2
  2 | 14 | 0.8 | 0.8 | 24 | 15 | 0.9 | 1 | 0.8 | 1
2: Cc1cnn(C(=S)NCc2ccco2)c1
  6 | -1 | 0.9 | 0.8 | 11 | 9 | 1 | 0.9 | 0.9 | -5
3: Cc1cccc(NC(=O)Cc2cccs2)n1
  -2 | -7 | 1.1 | 0.9 | 10 | -14 | 0.9 | 1 | 0.9 | -1
4: O=C(O)c1cc(S(=O)(=O)N2CCCCCC2)ccc1Cl
  -8 | -16 | 0.9 | 1 | 15 | 10 | 1 | 1.1 | 0.8 | -4
5: Cn1c(=O)c2c(SCC(=O)N3CCCc4ccccc43)nc(CC(C)(C)C)nc2n(C)c1=O
  -2 | -4 | 0.9 | 0.9 | 19 | 14 | 0.9 | 1 | 0.8 | 52*
6: CC12CN(Cc3ccccc3)CC(C)(CN(Cc3ccccc3)C1)C2=O
  -6 | -14 | 1.2 | 1 | 17 | -16 | 0.9 | 1.1 | 0.8 | -5
7: N#C/C(=C\c1c(N2CCCCC2)nc2ccccn2c1=O)C(=O)NCc1ccco1
  2 | 5 | 1 | 0.9 | 8 | 2 | 0.9 | 1 | 0.9 | 83*
8: CCc1nnc(NC(=O)CSc2nnc(C)n2CC2CCCO2)s1 (centres undefined)
  -7 | -12 | 1 | 0.9 | 11 | 4 | 1 | 1.1 | 0.9 | 0
9: CC(=O)Nc1ccc(C(=O)OCC(=O)Nc2ccc([N+](=O)[O-])cc2C(F)(F)F)cc1
  -4 | 2 | 0.7 | 1 | 7 | 35 | 1.1 | 1 | 0.9 | 33
10: Cc1noc(NS(=O)(=O)c2ccc(N/C=C\C(=O)c3ccccc3)cc2)c1C
  -2 | -6 | 1.1 | 1 | 11 | -5 | 0.9 | 1 | 0.9 | -1
11: O=C1c2ccccc2NC(c2ccccc2)N1Cc1ccco1 (centres undefined)
  -9 | -16 | 0.8 | 0.9 | 29 | 18 | 0.9 | 1.1 | 0.7 | 5
12: CN(C)c1ccc(CNC(=O)c2ccc(CNc3c(N4CCCCC4)c(=O)c3=O)cc2)cc1
  -9 | -24 | 1 | 0.9 | 20 | -4 | 0.9 | 1.1 | 0.8 | -6
13: Cc1ccc(C(=O)CC(C(=O)O)n2ccc(C)n2)cc1 (centres undefined)
  0 | -10 | 0.8 | 1 | 8 | 15 | 1 | 1 | 0.9 | -9
14: CCCCN1CNC(=S)N(Cc2ccccc2)C1
  2 | 7 | 0.9 | 1 | 4 | 8 | 1 | 1 | 1 | -6
15: COc1c(C)cc(C(=O)C2CCCN(C(=O)CCc3scnc3C)C2)cc1C (centres undefined)
  -11 | -13 | 1 | 1.1 | -28 | -1 | 1.2 | 1.1 | 1.3 | 12

Single records, from the list above:
`O=C1c2ccccc2NC(c2ccccc2)N1Cc1ccco1` (centres undefined) is listed as TNAP inh hi DEA: -9; TNAP inh noacc: -16; bIAP act: 0.8; PMI act: 0.9; Diaphorase inh: 29; bIAP inh: 18; PMI act hi M6P: 0.9; TNAP act hi DEA: 1.1; Diaphorase act: 0.7; L major viab: 5
`CN(C)c1ccc(CNC(=O)c2ccc(CNc3c(N4CCCCC4)c(=O)c3=O)cc2)cc1` is listed as TNAP inh hi DEA: -9; TNAP inh noacc: -24; bIAP act: 1; PMI act: 0.9; Diaphorase inh: 20; bIAP inh: -4; PMI act hi M6P: 0.9; TNAP act hi DEA: 1.1; Diaphorase act: 0.8; L major viab: -6

A few values from the list.
L major viab, entry 2 is entered as -5
Diaphorase inh, entry 1 is entered as 24
PMI act, entry 9 is entered as 1

(next part)
Under each structure: TNAP inh hi DEA | TNAP inh noacc | bIAP act | PMI act | Diaphorase inh | bIAP inh | PMI act hi M6P | TNAP act hi DEA | Diaphorase act | L major viab
16: O=C(Oc1ccc(Cl)cc1)c1ccc(N2CCOCC2)c([N+](=O)[O-])c1
  4 | 4 | 1.1 | 0.8 | 26 | -8 | 0.9 | 1 | 0.7 | 5
17: CS(=O)(=O)N(Cc1ccc(C(=O)NCc2ccco2)cc1)c1ccccc1
  -4 | -2 | 1 | 1.1 | -13 | -4 | 1.1 | 1 | 1.1 | 0
18: Cc1ccc2nc(-c3ccccc3O)c(Nc3ccc4c(c3)OCCO4)n2c1
  0 | -20 | 1 | 1 | 12 | -1 | 1 | 1 | 0.9 | 13
19: CCOc1cc(NC(=O)c2ccccc2C)c(OCC)cc1NC(=O)C1=Cc2ccccc2OC1
  0 | -12 | 0.7 | 0.9 | 8 | 28 | 0.9 | 1 | 0.9 | -6
20: Cc1csc(NC(=O)C2C3C=CC(O3)C2C(=O)O)n1 (centres undefined)
  -2 | -8 | 0.9 | 0.9 | 16 | 6 | 0.9 | 1 | 0.8 | 1
21: O=C(c1ccc([N+](=O)[O-])cc1)N1CCN(Cc2ccccc2)CC1
  -2 | -1 | 1 | 1.1 | -4 | -1 | 1.1 | 1 | 1 | 13
22: COC(=O)c1ccc(N/N=C/c2cc([N+](=O)[O-])cc(OC)c2O)cc1
  23 | 21 | 0.7 | 1.2 | 24 | 31 | 1 | 0.8 | 0.8 | -6
23: CC1CCCN(c2ccc([N+](=O)[O-])s2)C1 (centres undefined)
  30 | 22 | 0.6 | 0.9 | 2 | 37 | 1 | 0.7 | 1 | -7
24: ClCc1csc(-c2ccccc2Cl)n1
  0 | -6 | 1 | 1.4 | 9 | -1 | 1.3 | 1 | 0.9 | 3
25: COc1ccc(-c2cc(C(F)(F)F)nc(N3CCOCC3)n2)cc1OC
  -4 | -2 | 1.1 | 0.9 | 13 | -5 | 0.9 | 1 | 0.9 | 7
26: Cc1cccc(NC(=O)CSc2nnc(CCC(=O)Nc3ccc(C)c(Cl)c3)n2C)c1
  -1 | -15 | 0.9 | 0.9 | 10 | 13 | 1 | 1 | 0.9 | -2
27: CCn1ncc(/C=N/N=C2\CCC3C4CCc5cc(O)ccc5C4CCC23C)c1C (centres undefined)
  -10 | -12 | 1 | 0.9 | 20 | -4 | 0.9 | 1.1 | 0.8 | 21
28: Cc1ccc(C2CCN(C(=S)NC(C)C)C2)cc1 (centres undefined)
  -2 | -10 | 1 | 1 | 8 | 0 | 1.1 | 1 | 0.9 | -1
29: CCOc1ccc(N(CC(=O)Nc2ccc(C)cc2)S(=O)(=O)c2c(C)noc2C)cc1
  -12 | 12 | 0.9 | 1 | 26 | 12 | 0.9 | 1.1 | 0.7 | 17
30: CC1(C)CC(=O)/C(=C\c2cccc([N+](=O)[O-])c2)C(C)(C)N1
  1 | -7 | 0.9 | 0.9 | -1 | 14 | 1 | 1 | 1 | 100*
31: Cc1cccc(OCCSc2nc3ncnc(N)c3[nH]2)c1
  -5 | -5 | 0.9 | 1.2 | -2 | 8 | 1.2 | 1.1 | 1 | 11
32: Cc1ccsc1/C=N/NC(=O)c1cccs1
  1 | 0 | 0.9 | 0.9 | 13 | 6 | 0.9 | 1 | 0.9 | -9
33: COc1ccccc1C(=O)NNC(=O)c1cccc(Cl)c1
  -2 | -19 | 1.1 | · | · | -15 | · | 1 | · | -4
34: Cc1ccc(C)c(Cn2cnc3c(nnn3-c3ccc(F)cc3)c2=O)c1
  1 | -4 | 0.9 | 1 | 4 | 8 | 1 | 1 | 1 | -7
35: CCCCOc1ccc(C2(C(=O)O)CCCC2)cc1
  -4 | -6 | 0.9 | 0.9 | 17 | 13 | 0.9 | 1 | 0.8 | -2
36: Cc1ccc(/C=C2\SC(=S)N(C3CCS(=O)(=O)C3)C2=O)o1 (centres undefined)
  4 | -12 | 1 | 1 | 26 | -2 | 0.6 | 1 | 0.7 | 46
37: CC(c1ccccc1)n1cc(C(=O)NCC2COc3ccccc3O2)nn1 (centres undefined)
  -4 | -9 | 0.9 | 1 | -7 | 9 | 1 | 1 | 1.1 | -5
38: Cc1ccc2[nH]c(=O)c(NC(N)=S)nc2c1
  4 | -1 | 0.7 | 1 | 1 | 31 | 1.1 | 1 | 1 | -3
39: COc1ccc(N(CC(=O)NCc2cccnc2)S(=O)(=O)c2ccc(C)c([N+](=O)[O-])c2)cc1
  -5 | -10 | 0.9 | 1 | 12 | 5 | 1.1 | 1.1 | 0.9 | -1
40: CCOC(=O)N1CCN(C(=O)c2ccc(C)c(S(=O)(=O)Nc3ccccc3)c2)CC1
  -5 | -9 | 1 | 0.9 | 3 | -5 | 1 | 1.1 | 1 | 0
41: CC1CCN(C(=O)c2ccc(S(=O)(=O)Cc3cccc(F)c3)c([N+](=O)[O-])c2)CC1
  1 | 4 | 0.7 | 1.1 | 0 | 35 | 1 | 1 | 1 | -1
42: Cn1nccc1C(=O)Nn1cnnc1
  -7 | -14 | 1 | 1 | 15 | 3 | 0.9 | 1.1 | 0.9 | -1
43: Cc1ccc(NC(=O)c2ccccn2)c(Br)c1
  -1 | 0 | 1 | 0.9 | 10 | 1 | 0.9 | 1 | 0.9 | 0
44: O=C(O)/C=C/C(=O)N1CCN(S(=O)(=O)c2cc(C(F)(F)F)ccc2Cl)CC1
  -1 | -6 | 1 | 1.2 | -4 | -5 | 1.3 | 1 | 1 | 3
45: COc1ccc(COCC(O)CN2CCc3ccccc3C2)cc1OC (centres undefined)
  0 | 1 | 1.2 | 1.1 | 11 | -19 | 1 | 1 | 0.9 | 1
46: CCOC(=O)c1ccc(COC(=O)CCc2nc3ccccc3[nH]c2=O)o1
  0 | -4 | 0.9 | 0.9 | 10 | 9 | 1 | 1 | 0.9 | -6
47: CCCN(CC1CC1)c1nc(N)c2c(N)nc(OC)cc2c1C#N
  -9 | -11 | 0.9 | 0.5 | 52* | 12 | 0.6 | 1.1 | 0.5 | 9
48: CCOc1cc(C(=O)N2CCc3cc(OC)c(OC)cc3C2)ccc1OC(F)F
  1 | -7 | 1 | 1 | 5 | -4 | 0.9 | 1 | 1 | 0
